# Compound activity (PubChem BioAssay)
# D3 antag – D3 dopamine receptor (human) antagonism | P35462 | D3R cells, DiscoveRx beta-arrestin luminescence, antagonist mode; hits give low values | max response, negative = inhibition, % | 360,000 compounds, 2.5% hits | AID 652054; in the data active = max response below about -50%; inconclusive = no clear call, values can overlap the other calls; also: % is scaled to controls: 0 for no effect and ±100 for the full control effect; mostly tested at two doses, the higher about 12 µM
# Target sequence (P35462 whole entry, looked up): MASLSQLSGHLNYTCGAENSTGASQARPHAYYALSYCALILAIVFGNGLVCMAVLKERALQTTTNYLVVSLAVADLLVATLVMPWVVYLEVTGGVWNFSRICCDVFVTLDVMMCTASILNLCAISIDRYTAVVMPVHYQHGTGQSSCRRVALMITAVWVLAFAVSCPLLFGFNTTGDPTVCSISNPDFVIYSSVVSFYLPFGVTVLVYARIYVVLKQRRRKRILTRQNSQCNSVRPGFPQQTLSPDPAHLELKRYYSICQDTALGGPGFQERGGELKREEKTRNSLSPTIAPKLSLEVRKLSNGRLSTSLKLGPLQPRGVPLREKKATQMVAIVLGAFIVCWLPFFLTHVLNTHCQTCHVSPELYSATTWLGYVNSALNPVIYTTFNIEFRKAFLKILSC
#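 Cells expressing the human receptor were seeded at 1500 cells/well, incubated overnight at 37 degrees C in 5% CO2, then exposed to library compounds with dopamine controls for 90 minutes at 37 degrees C before luminescent detection.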
# HT1080 IDH1KD tx – toxicity to HT-1080 IDH1 knockdown cells (counter line); HT-1080 IDH1 knockdown viability, ATP luminescence, 48 h; Potency, µM (series often up to 46.1 µM), inactives show top-dose activity, negative = toxicity, most hits filed as cytotoxic; 360,000 compounds, 2% hits; AID 686971;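 also: potency is read from the fitted curve at half-maximal effect; 0% = DMSO wells and -100% = cell-free medium wells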
#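 Knockdown cells (IDH1KD HT-1080) received compounds 2 h after plating at 750 cells/well and were kept 48 h at 37 °C in 5% FBS RPMI. A CellTiter-Glo luminescence read gave % activity for curve fitting.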
# GLP-1R agonist – activates the human GLP-1 receptor; P43220; HEK293 GLP-1R CRE-luciferase, luminescence, 4-6 h; cells express a hypersensitive GLP-1R form; Potency, µM (doses to about 45.6 µM), for the others: at the highest dose activation, most hits filed as activators; 380,000 compounds, 0.007% hits; also: potency is read from the fitted curve at half-maximal effect; % of control where 0% means no effect
# Target sequence (P43220 whole entry, looked up): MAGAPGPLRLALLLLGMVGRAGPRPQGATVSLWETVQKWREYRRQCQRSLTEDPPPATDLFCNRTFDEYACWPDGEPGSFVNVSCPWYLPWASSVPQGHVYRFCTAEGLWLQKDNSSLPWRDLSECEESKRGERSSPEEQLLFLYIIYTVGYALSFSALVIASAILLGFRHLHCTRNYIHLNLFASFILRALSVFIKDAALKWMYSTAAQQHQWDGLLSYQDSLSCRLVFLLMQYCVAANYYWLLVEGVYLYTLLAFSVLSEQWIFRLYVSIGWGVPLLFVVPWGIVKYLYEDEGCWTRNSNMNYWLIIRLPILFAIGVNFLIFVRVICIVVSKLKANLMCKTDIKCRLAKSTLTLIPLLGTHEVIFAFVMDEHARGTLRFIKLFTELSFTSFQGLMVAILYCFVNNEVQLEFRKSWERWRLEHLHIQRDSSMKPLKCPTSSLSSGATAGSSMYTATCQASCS
# SW480 rereplic – induces DNA re-replication in SW480 colon adenocarcinoma cells. 340,000 compounds, 1.8% hits. Potency, µM (top dose mostly 46.1 µM), without a hit: top-dose re-replication activation, usual class: activators. SW480 DNA re-replication, Hoechst DNA content imaging, 48 h; also: potency is read from the fitted curve at half-maximal effect; % of control where 0% means no effect; nearly all actives have a fitted effect of over 55% in size
#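 250 cells/well; 23 nL cpd via pin tool; 48 hr, 37 C, 5% CO2; Hoechst 40 min; imager read of total nuclear intensity, ex 405/em 500-530 nm.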
# IL-1B inflam inh – inhibitors of inflammasome signaling (IL-1 beta secretion). 360,000 compounds, 4.7% hits. activity change, % at 57.5 µM. THP-1 LPS/ATP IL-1B secretion, AlphaLISA, 16 h; hits give low values; in the data active = activity change below about -50%; inconclusive = mostly about -30% to -49%; also: % is scaled to controls: 0 for no effect and ±100 for the full control effect
#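 Secreted IL-1B measured by AlphaLISA bead assay after 16 h compound exposure of THP-1 cells; compounds (final up to 57.5 uM) added 1 h before LPS (250 ng/mL) and ATP (1.25 mM) stimulation; lower signal means less secretion.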
# KB-V1 cytotox – kills drug-selected multidrug resistant KB-V1 cells; 400,000 compounds, 3.4% hits; KB-V1 MDR cells viability, CellTiter-Glo, 72 h; AID 1347076; Potency, µM (doses to about 46.1 µM), inactives show at the top dose activity change, negative = cytotoxicity, actives largely listed as cytotoxic; also: potency is read from the fitted curve at half-maximal effect; % is scaled to controls: 0 for no effect and ±100 for the full control effect; nearly all actives have a fitted effect of over 60% in size
#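 Cells of the MDR subline KB-V1 are plated, dosed with compound at multiple concentrations, and incubated 72 h at 37 degrees C; CellTiter-Glo is then added and luminescence read after 10 min.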
# KB-3-1 cytotox – kills parental KB-3-1 adenocarcinoma cells; KB-3-1 viability, CellTiter-Glo ATP luminescence, 72 h; Potency, µM (titrated, usually from 46.1 µM), for inactives: top-dose activity change, negative = cytotoxic, usual class: cytotoxic; 400,000 compounds, 1.4% hits; AID 1347075; also: potency is read from the fitted curve at half-maximal effect; % is scaled to controls: 0 for no effect and ±100 for the full control effect; nearly all actives have a fitted effect of over 60% in size
#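 KB-3-1 parental drug-naive adenocarcinoma cells in DMEM/10% FBS, incubated 72 h at 37 C with pin-transferred compounds across a concentration series. Viability by CellTiter-Glo luminescence; concentration-response curves fitted after normalization.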
# DRD3 agonist – D3 dopamine receptor (human) agonism; P35462; D3R DiscoveRx beta-arrestin cells, luminescence, 90 min; max activation, %; 410,000 compounds, 0.58% hits; AID 652048; in the data active = max activation above about 30%; also: 0% is about no effect; mostly tested at two doses, the higher about 12 µM
#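 Cells at 1500/well, incubated overnight, then treated with pinned compounds (dopamine as control) for 90 min at 37 degrees C. DiscoveRx reagent added for 30 - 60 minutes at room temperature; luminescence read.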
# HT1080NT lethal – kills 2HG-producing HT-1080-NT fibrosarcoma cells; HT-1080-NT fibrosarcoma viability, CellTiter-Glo ATP luminescence, 48 h; Potency, µM (highest dose often 46.1 µM), inactives show at the highest dose activity, negative = less viability, actives largely listed as cytotoxic; 360,000 compounds, 1.6% hits;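 also: NT is the 2HG producing partner of a matched IDH1 knockdown line; potency is read from the fitted curve at half-maximal effect; 0% = DMSO-treated cells and -100% = media-only wells without cells; nearly all actives have a fitted effect of over 55% in size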
#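 Viability of the 2HG-overproducing fibrosarcoma line after 48 hours of compound exposure at 37 degrees C was determined by luminescence with CellTiter-Glo, and concentration-effect curves were then fitted and categorized.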
# Numbers without * were called inactive; ? = inconclusive; nt = no result given; & = joins results of further samples; [ ] = dose if it differs, or a comment. Unless noted, calls follow the shape of the dose curve; as a rule, active = well fitted curve in the direction sought with a large enough effect; inconclusive = small, poorly fitted or top-dose-only effect, or another doubt; inactive = no such curve, though single readings can be large; an effect the other way counts as inactive or inconclusive.
# Every second line gives: D3 antag	HT1080 IDH1KD tx	GLP-1R agonist	SW480 rereplic	IL-1B inflam inh	KB-V1 cytotox	KB-3-1 cytotox	DRD3 agonist	HT1080NT lethal
> CSc1nn2c(C(F)(F)F)cc(C(F)(F)F)nc2c1C(N)=O
→ 7.3	-2.5%	-7.2%	-9.5%	0.0	12.0%	-1.1%	-2.9	1.7%
> CCCc1[nH]nc2c1C(c1ccccc1OCC)C(C#N)=C(N)O2 (stereo not drawn)
→ -19.8	-9.0%	-0.4%	4.2%	?	-6.0%	-3.4%	0.7	-3.4%
> CCC(NC(=O)c1cccc(Cn2nc(C)c([N+](=O)[O-])c2C)c1)c1ccc(C(C)C)cc1 (stereo not drawn)
→ 13.0	-1.5%	4.4%	-5.4%	36.3	2.91µM*	0.3%	-20.5	-1.8%
> O=C(NCC(=O)N1CCCCCCC1)c1cccc([N+](=O)[O-])c1
→ 15.6	-3.0%	4.3%	1.6%	22.3	20.6µM*	-12.4%	5.8	-3.4%
> CCCCCn1c(C(Cc2ccccc2)NC(=O)COC)nc2ccccc21 (stereo not drawn)
→ 0.9	-9.9%	-6.6%	2.3%	7.6	?	-0.8%	4.8	7.2%
> CCn1nnnc1NC(=O)c1cc(Cl)c(OC)c(Cl)c1
→ -7.9	3.2%	6.9%	-0.5%	28.5	-11.9%	-0.5%	3.0	7.6%
> O=C(COc1ccc(Cl)cc1Br)NNC(=O)C(=O)N1CCCCC1
→ 14.5	1.1%	-10.3%	-5.3%	-5.6	-2.5%	0.6%	5.6	-1.5%
> CC(=O)Nc1c(NCC(C)C)c2ccccc2oc1=O
→ 3.6	-0.9%	-1.5%	-0.1%	-0.8	7.1%	2.3%	-3.7	-0.5%
> CCn1c2ccccc2c2cc(N=C3SC(CC(=O)Nc4ccccc4OC)C(=O)N3CCOC)ccc21 (stereo not drawn)
→ 7.0	3.5%	-6.1%	0.9%	8.8	0.5%	0.1%	-1.0	1.1%
> CC1=CC(C)(C)n2c(O)c(N=NC(N)=S)c3cccc1c32
→ -12.9	-5.5%	0.9%	3.0%	0.0	?	-0.4%	-7.1	-4.2%
> COC(=O)c1c[n+]([O-])ccc1OC
→ 33.2	5.0%	-3.8%	nt	30.1	5.7%	0.0%	5.8	?
> Cc1ccc(S(=O)(=O)N2CCN(S(=O)(=O)c3ccccc3)C2c2ccc(N(C)C)cc2)cc1 (stereo not drawn)
→ 2.2	3.4%	-4.2%	-5.6%	9.7	0.6%	-14.3%	0.0	-10.0%
> COc1cccc(/C=C2\SC(=O)N(CCC(=O)N3CCCCC3CCO)C2=O)c1 (stereo not drawn)
→ -2.5	-13.2%	-0.2%	-13.6%	?	-28.4%	2.6%	3.2	-14.3%
> O=C(CN1C(=O)c2ccccc2C1=O)NC(Cc1ccccc1)C(=O)O (stereo not drawn)
→ -5.7	17.9%	-2.1%	-4.1%	0.0	-2.6%	2.3%	2.7	7.3%
> c1ccc(CCNc2ncnc3sccc23)nc1
→ 7.6	?	5.3%	-7.9%	10.1	?	?	5.6	-21.8%
> COc1cccc(C(=O)COC(=O)c2n[nH]c(=O)c3ccccc23)c1
→ -10.1	-1.7%	1.5%	6.3%	13.2	7.8%	2.4%	-1.3	-2.9%
> COc1ccc(NC(=O)COC(=O)Cc2c(F)cccc2Cl)cc1OC
→ 2.5	-14.6%	21.1%	-11.1%	14.8	-1.9%	0.0%	-6.6	0.0%
> CC(Cc1ccccc1)NC(=S)CN1CCCC1=S (stereo not drawn)
→ 0.0	3.7%	6.4%	-5.2%	-19.4	0.3%	-0.2%	-2.3	-2.9%
> COc1ccc(C(C(=O)NC2CCCCC2)N(C(=O)c2snc(C(N)=O)c2N)c2ccccc2OC)cc1 (stereo not drawn)
→ -11.5	-2.2%	15.0%	?	-4.4	7.5%	11.0%	-0.5	-16.0%
> Cc1ccc(/C=N/NC(=O)c2nnn(-c3nonc3N)c2-c2ccccc2)o1
→ -15.7	0.2%	11.6%	11.8%	-6.0	?	18.4%	4.0	3.0%

# Compound profiles (already shown). Values in the order: D3 antag | HT1080 IDH1KD tx | GLP-1R agonist | SW480 rereplic | IL-1B inflam inh | KB-V1 cytotox | KB-3-1 cytotox | DRD3 agonist | HT1080NT lethal
# Record of CCCc1[nH]nc2c1C(c1ccccc1OCC)C(C#N)=C(N)O2 (stereo not drawn) : -19.8 | -9.0% | -0.4% | 4.2% | ? | -6.0% | -3.4% | 0.7 | -3.4%
# Record of O=C(CN1C(=O)c2ccccc2C1=O)NC(Cc1ccccc1)C(=O)O (stereo not drawn) : -5.7 | 17.9% | -2.1% | -4.1% | 0.0 | -2.6% | 2.3% | 2.7 | 7.3%
# Record of c1ccc(CCNc2ncnc3sccc23)nc1 : 7.6 | ? | 5.3% | -7.9% | 10.1 | ? | ? | 5.6 | -21.8%
# Record of CCn1c2ccccc2c2cc(N=C3SC(CC(=O)Nc4ccccc4OC)C(=O)N3CCOC)ccc21 (stereo not drawn) : 7.0 | 3.5% | -6.1% | 0.9% | 8.8 | 0.5% | 0.1% | -1.0 | 1.1%

# Going on with the list:
# Every second line gives: D3 antag	HT1080 IDH1KD tx	GLP-1R agonist	SW480 rereplic	IL-1B inflam inh	KB-V1 cytotox	KB-3-1 cytotox	DRD3 agonist	HT1080NT lethal
> Cc1ccccc1NC(=O)C1CCCN(S(=O)(=O)c2ccc(-n3cnnn3)cc2)C1 (stereo not drawn)
→ -6.9	16.1%	9.4%	-2.7%	-5.6	2.8%	8.8%	-7.9	7.4%
> CC1CN(C(=O)Cn2c(C(F)(F)F)nc3ccccc32)CC(C)O1 (stereo not drawn)
→ 22.9	7.8%	0.2%	-5.5%	1.3	25.9%	3.5%	1.9	12.7%
> Cc1cccc(NC(=O)Nc2cccc(C#N)c2)n1
→ 4.9	-4.4%	?	-0.1%	nt	?	?	6.0	-11.3%
> O=C(CCN1C(=O)C2CC=CCC2C1=O)NC1CCCCC1 (stereo not drawn)
→ -5.9	7.3%	8.5%	-11.8%	15.2	0.0%	3.7%	-2.8	24.5%
> CCN(C(=O)COC(=O)c1ccccc1NC(=O)c1ccco1)C1CCS(=O)(=O)C1 (stereo not drawn)
→ -3.7	0.1%	-0.8%	-27.5%	-8.4	5.1%	-2.0%	-4.3	8.3%
> Cc1ccc(Cc2c(-c3ccco3)nc3c(C)cc(Br)cn23)cc1
→ ?	14.6µM*	17.9%	nt	-69.5*	?	?	-7.3	25.9µM*
> CCN(CC)CCNC(=S)Nc1ccc(Cl)cc1
→ -51.3*	-4.0%	-12.0%	?	-9.4	0.4%	17.2%	-10.6	-2.9%
> Cc1[nH]c2ccccc2c1C(=O)COC(=O)c1ccc([N+](=O)[O-])s1
→ ?	4.0%	-2.7%	?	38.4	12.3%	?	-7.6	8.0%
> NC1=NC(c2cn[nH]c2-c2cccc(F)c2)n2c(nc3ccccc32)N1 (stereo not drawn)
→ 0.4	25.7%	1.3%	-1.2%	-20.2	1.0%	-0.2%	0.8	27.5%
> O=C(Nc1nnc(C2CCCCC2)s1)c1ccc(Br)s1
→ 1.9	29.0%	-9.9%	-1.3%	?	-1.5%	13.3%	10.9	22.8%
> CCOC(=O)c1ccccc1NC(=O)CSc1nnc(Cc2cccn2C)n1-c1ccc(C)cc1
→ 20.9	-2.8%	3.1%	-1.1%	-21.1	-10.5%	-6.5%	39.2*	7.9%[9.24 µM]
> COc1ccc(N(CC(=O)NC2CC3CCC2C3)S(=O)(=O)c2ccc(C)c([N+](=O)[O-])c2)cc1 (stereo not drawn)
→ ?	-13.4%	7.9%	7.7%	8.1	?	?	-2.6	-22.9%
> CCc1c(C)sc(NC(=O)c2cc(-c3ccc(OC)c(OC)c3)on2)c1C#N
→ 6.1	8.6%	7.9%	1.5%	18.8	0.0%&10.7%	-4.1%&4.0%	12.0&0.4	8.6%
> CCN(CC)CCn1c(OC)cc(=O)[nH]c1=O
→ ?	0.5%	7.0%	7.2%	-2.0	2.4%	0.0%	1.0	0.5%
> Cn1c(=O)c2c(ncn2CC(=O)Nc2ccc(Cl)cc2Cl)n(C)c1=O
→ 29.9	-11.3%	-1.1%	1.2%	26.0	1.4%	3.6%	2.7	-2.9%
> CCSc1nnc(-c2cccnc2)n1-c1ccc(C)c(Cl)c1
→ 16.4	-0.5%	12.3%	-3.1%	-14.9	0.0%	-4.5%	-6.4	2.8%
> COc1ccc(C=NC(CO)C(O)c2ccc([N+](=O)[O-])cc2)cc1 (stereo not drawn)
→ -3.4	14.2%	-2.5%	-3.7%	-5.8	?	12.3%	1.2	21.8%
> CC1(C)CC(=O)c2sc(NS(=O)(=O)c3ccc(Cl)cc3)nc2C1
→ -3.8	3.9%	4.7%	-27.8%	15.3	14.1%	2.3%	5.4	0.6%
> CCN(CC)CCN1c2ccccc2Sc2ccc3ccccc3c21
→ 2.0	?	5.2%	18.4µM*	-73.7*	6.2%	5.1%	-6.4	?
> COc1ccccc1/C=C/c1onc(C)c1S(=O)(=O)N1CCC(C(=O)NC2CCCCCC2)CC1
→ 7.7	17.4%	4.2%	-5.6%	0.0	-0.2%	-8.0%	0.6	3.7%
> Cc1ccc(N=C2NC(=O)CC(C(=O)Nc3ccc4c(c3)OCO4)S2)cc1 (stereo not drawn)
→ 16.2	?	-1.5%	-16.6%	-16.3	-5.3%	0.2%	-6.4	?
> Cc1ccccc1NC(=O)CN(c1ccc(F)cc1)S(C)(=O)=O
→ 12.5	0.9%	4.1%	1.7%	15.3	7.9%	-0.6%	-2.1	-2.4%
> Cc1cc(NC(=O)CSc2nnc(-c3c[nH]c4ccccc34)n2C)no1
→ 4.1	1.8%	1.6%	1.4%	21.8	18.0%	2.8%	1.1	5.7%
